Tn7 DDE FP: inhibitors of Tn7 peptide binding to fibrin DD(E), primary screen, biochemical, fluorescence polarization, human fibrin, Tn7 probe. Fibrinogen beta chain (Homo sapiens), P02675. FP displacement of FITC-Tn7 peptide from fibrin DD(E); 0% = median of compound wells per plate. inhibition, % at 8.3 µM. actives 0.13% (n = 370,000). AID 720508, 2013;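 active = inhibition above the mean of compounds falling within the control limits plus 3 SD of them, cut at about 14% in these data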;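 note: 0% = plate median of compound wells and 100% = 10 µM Aha-Tn7 peptide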
Target sequence (P02675 whole entry, looked up): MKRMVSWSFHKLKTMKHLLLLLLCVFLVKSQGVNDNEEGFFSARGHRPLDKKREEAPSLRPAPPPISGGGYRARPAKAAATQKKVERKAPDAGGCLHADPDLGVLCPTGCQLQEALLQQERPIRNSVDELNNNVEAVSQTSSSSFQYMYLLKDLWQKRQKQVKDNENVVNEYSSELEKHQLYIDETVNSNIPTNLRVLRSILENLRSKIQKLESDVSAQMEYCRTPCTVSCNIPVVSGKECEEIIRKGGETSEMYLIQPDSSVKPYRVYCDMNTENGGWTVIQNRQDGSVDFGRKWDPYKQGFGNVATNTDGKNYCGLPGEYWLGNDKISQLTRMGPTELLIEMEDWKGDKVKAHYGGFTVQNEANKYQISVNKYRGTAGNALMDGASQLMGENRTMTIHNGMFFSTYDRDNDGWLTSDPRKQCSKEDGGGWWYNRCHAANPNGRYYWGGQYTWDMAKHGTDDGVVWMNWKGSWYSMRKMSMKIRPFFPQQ
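Assay system: human fibrin DD(E) protein / Input: 2 µM fibrin DD(E) / Benchmarks: high control of 10 µM Aha-Tn7 peptide / Measured by: fluorescence polarization of the labelled Tn7 tracer / Medium: Tris buffer with calcium and detergent, pH 7.8 / Timing: 10 min compound pre-incubation, 3 h probe incubation at room temperature / Repeats: one replicate per compound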
UHRF1 MBD2 ctr: UHRF1 methylated DNA binding inhibitors, primary screen, counter-screen for MBD2 inhibitor project, biochemical, TR-FRET, human UHRF1, single concentration | UHRF1 binding to methylated oligo | actives 0.75% (n = 370,000) | AID 687016, 2013 | inhibition, % at 4.4 µM | E3 ubiquitin-protein ligase UHRF1 (Homo sapiens), Q96T88; in the data active = inhibition above about 21%;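 note: UHRF1 SRA domain binding a hemimethylated CpG hairpin DNA probe; 0% = median of test compound wells and 100% = reference inhibitor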
KLK7 zymogen act: proKLK7 zymogen activators, primary screen, biochemical, fluorescence intensity | purified proKLK7, EDANS-DABCYL substrate fluorescence; 100% is mature enzyme control, 0% vehicle | activation, % at 7 µM | actives 0.9% (n = 370,000) | AID 652039, 2013;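 active = activation above the mean of all tested compounds plus 3 SD, computed per campaign excluding outliers beyond control limits, cut at about 13% in these data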
ARFGAP1 inh: inhibitors of rat ARFGAP1 GAP activity, primary screen, biochemical, fluorescence polarization, GDP tracer; inhibition, % at 16.5 µM; ADP-ribosylation factor GTPase-activating protein 1 (Rattus norvegicus), Q62848; Arfgap1-stimulated ARF1 GTP hydrolysis, GDP FP detection; AID 651572, 2012; actives 0.26% (n = 360,000);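 active = inhibition above a per-plate limit, mean inhibition of low control wells plus 3 SD, cut at about 25% in these data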;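 note: 0% = DMSO wells with enzyme and 100% = wells lacking Arfgap1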
Target sequence (Q62848 1-136 limits assumed): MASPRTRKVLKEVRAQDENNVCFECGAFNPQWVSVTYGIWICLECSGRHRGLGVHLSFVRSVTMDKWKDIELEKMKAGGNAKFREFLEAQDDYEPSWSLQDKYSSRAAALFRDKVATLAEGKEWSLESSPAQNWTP
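Assay system: Rat Arfgap1 GAP domain (His6, aa 1-136), purified enzyme | Buffer or medium: HEPES 25 mM pH 7.5, NaCl 150 mM, MgCl2, DTT | Schedule: GTP hydrolysis reaction 2 h at 25 °C | Signal: FP of antibody-bound GDP Alexa 633 tracer, ex 620/em 688 nm | Measure: Percent inhibition of Arfgap1-stimulated GTP hydrolysis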
DDE Tn6 FP inh: inhibitors of Tn6 peptide binding to fibrin DD(E), primary screen, biochemical, fluorescence polarization, human fibrin, Tn6 probe; Fibrinogen beta chain (Homo sapiens), P02675; Fibrin DD(E) TRITC-Tn6 fluorescence polarization displacement; inhibition, % at 8.3 µM; actives 0.21% (n = 370,000);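 active = inhibition above a per-campaign cutoff: mean of compounds within control limits plus 3 SD, cut at about 15% in these data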;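 note: 0% = median of all compound wells on the plate and 100% = blocking peptide control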
PLCg1 inh: PLC-gamma1 enzyme inhibitors, primary screen, biochemical, fluorescence, purified enzyme; fluorogenic substrate; inhibition, % at 12.2 µM; AID 720700, 2013; actives 0.84% (n = 370,000); in the data active = inhibition above about 9.5%
sPLA2-III inh: human group III sPLA2 inhibitors, primary screen, biochemical, QFRET, BODIPY PC-A2 liposome substrate | Group 3 secretory phospholipase A2 (Homo sapiens), Q9NZ20 | QFRET BODIPY PC-A2 liposome hydrolysis, fluorescence | inhibition, % at 12.2 µM | actives 0.56% (n = 370,000) | AID 743126, 2013;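 active = inhibition above mean plus 3 SD of compounds lying within the high and low control bounds, cut at about 19% in these data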;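 note: 0% = median of test compound wells and 100% = no enzyme DMSO wells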
PLC-beta3 inh: human PLC-beta3 inhibitors, primary screen, biochemical, fluorescence. 1-phosphatidylinositol 4,5-bisphosphate phosphodiesterase beta-3 (Homo sapiens), Q01970. Purified PLC-beta3, fluorogenic substrate. inhibition, % at 12.2 µM. actives 0.18% (n = 370,000). AID 720704, 2013; in the data active = inhibition above about 11%;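 note: 0% = median of compound wells on plate and 100% = full blocker control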
ASAP1 inh: inhibitors of human ASAP1 ArfGAP activity, primary screen, biochemical, fluorescence polarization; ASAP1-stimulated ARF1 GTP hydrolysis, GDP FP detection; inhibition, % at 16.5 µM; actives 0.19% (n = 360,000); AID 624377, 2012; in the data active = inhibition above about 25%;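 note: 0% = vehicle with enzyme and substrate and 100% = no enzyme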
Target sequence (Q9ULH1 325-724 limits assumed): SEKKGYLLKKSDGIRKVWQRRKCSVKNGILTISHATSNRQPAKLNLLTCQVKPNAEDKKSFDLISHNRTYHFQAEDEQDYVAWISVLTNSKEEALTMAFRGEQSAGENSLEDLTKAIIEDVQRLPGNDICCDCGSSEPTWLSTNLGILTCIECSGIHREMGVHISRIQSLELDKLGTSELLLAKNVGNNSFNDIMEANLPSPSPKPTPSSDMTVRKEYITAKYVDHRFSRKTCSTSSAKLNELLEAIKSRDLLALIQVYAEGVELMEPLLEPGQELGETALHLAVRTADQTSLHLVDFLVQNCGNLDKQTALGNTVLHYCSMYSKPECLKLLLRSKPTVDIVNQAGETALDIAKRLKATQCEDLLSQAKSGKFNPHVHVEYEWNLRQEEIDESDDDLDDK
Rev-erbA mod: modulators of Rev-erb alpha DNA binding, primary screen, biochemical, FITC-DNA, fluorescence polarization, uHTS. actives 0.79% (n = 370,000). Rev-erbα–FITC-DNA binding, 90 min. AID 1259318, 2017. activity, % at 10 µM;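 active = activity above about 14%, limit read from the data; passing the limit was not always enough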;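 note: 0% = DMSO wells with 35 nM protein and 100% = DMSO wells with 750 nM protein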
* hit, by the source's call; i = inactive; . = not tested or not shown. Compounds as they come; any-hit rate near 4.5%.

SMILES	Tn7 DDE FP	UHRF1 MBD2 ctr	KLK7 zymogen act	ARFGAP1 inh	DDE Tn6 FP inh	PLCg1 inh	sPLA2-III inh	PLC-beta3 inh	ASAP1 inh	Rev-erbA mod
COC(=O)c1ccccc1NC(=O)c1cccc(NC(=O)C(C)C)c1	-2	-2	0.3	3	-3	3	-2	2	22	2
COC(=O)c1ccccc1N1C(=O)C2C(C1=O)[C@H]1C=C[C@@H]2C1 (some centres not stated)	1	-2	-0.3	2	-6	0	5	4	2	3
CCCCN1C(=O)C(CC(=O)NC(c2ccccc2)c2ccccc2)CC(C(=O)N2CCCCCC2)=C1C (configuration not stated)	4	1	-0.2	-5	-1	-2	-1	3	-4	-3
COc1ccc(-c2ccc(CN3C(C(C)C)C(=O)N(Cc4cn(CCC5OCCO5)nn4)CCS3(=O)=O)cc2)cc1OC (configuration not stated)	6	0	0.0	-8	5	-5	-20	-3	0	-2
O=C1C2C3C=CC(C3)C2C(=O)N1c1ncn[nH]1 (configuration not stated)	-2	4	-0.3	-8	-1	1	2	2	3	2
OCC1(Cc2cccc(Cl)c2)CCCN(Cc2ccc(F)c(F)c2)C1 (configuration not stated)	3	-1	-1.0	1	-5	1	-1	-7	0	11
O=C1CCC(C(=O)Nc2cc(C(F)(F)F)ccc2-n2cncn2)=NN1	5	3	-0.1	10	1	0	6	-6	7	-5
O=C(NC1CCCCC1)C1CC(=O)N(CCc2ccc(F)cc2)C1 (configuration not stated)	4	2	0.6	-3	1	1	5	0	8	-2
COC(=O)C1=C(CCc2ccccc2)NC(=O)NC1c1ccc(C#N)cc1 (configuration not stated)	1	1	0.1	-11	-4	2	2	1	12	6
Nc1ccn([C@@H]2O[C@H](CNC(=O)[C@H]3CCC(=O)N3)[C@@H](O)[C@H]2O)c(=O)n1	-3	-3	0.0	7	-5	-1	6	3	-4	5
COc1ccc(Cl)cc1NS(=O)(=O)c1cccc(C(=O)NC2CCC(O)CC2)c1 (configuration not stated)	-11	2	-0.5	1	-4	5	4	0	-3	-4
Cc1nc(SCC(=O)N2CC(=O)Nc3ccccc32)nc(C)c1C	3	-3	0.3	3	4	2	-1	-5	4	-1
Cc1ccc(C(=O)N2CCOCC2)cc1S(=O)(=O)N1CCOCC1	-2	2	0.1	11	2	1	9	-5	6	4
COc1cccc(OC)c1C(=O)N1CCN(Cc2ccccc2F)CC1	4	0	-0.3	0	-2	9	5	1	-18	-2
Nc1[nH]c(C(=O)c2ccc(Br)cc2)c(-c2ccncc2)c1C(=O)c1ccccc1	8	1	-0.2	12	-6	-1	7	-56	3	-2
Cc1cc(=O)oc2c(CN3CCCC3)c(O)ccc12	0	3	45*	4	-1	i	-3	i	10	-4
CCN(CC)S(=O)(=O)c1ccc(C)c(NC(=O)COC(=O)c2ccc(C)c(S(=O)(=O)N3CCOCC3)c2)c1	-5	0	0.4	4	-5	5	-15	2	-3	-1
O=C(CCN1C(=O)c2ccccc2S1(=O)=O)Nc1ccccc1O	6	1	-1.1	-6	-7	0	-1	4	-4	3
O=[N+]([O-])/C=C/c1ccc2c(ccn2Cc2ccccc2)c1	0	12	-5.6	15	2	-3	16	-1	10	-2
CC1=CC=CC2=NC(=O)CC(C)(C(=O)O)N12 (configuration not stated)	4	-2	3.9	3	-7	-70	0	-117	16	-7
CN(CC(=O)Nc1cccc(F)c1)C(=O)c1cccc(-n2cccc2)c1	4	19	-0.4	9	11	-2	-7	-4	7	-27
CCCOc1ccc(C(=O)Nc2ccc(S(=O)(=O)Nc3cc(C)nc(C)n3)cc2)cc1	-8	0	-0.2	1	-8	-1	-19	-5	1	6
CCC(C(=O)NCCc1c[nH]c2ccc(C)cc12)c1ccccc1 (configuration not stated)	6	0	-0.6	-1	3	1	-54	-8	0	0
O=[N+]([O-])c1ccc(CC(Cl)c2ccccn2)cc1 (configuration not stated)	-4	-1	-0.2	-5	5	0	-3	3	1	-5
CCOc1ccc(C(C)=O)cc1COC(=O)CNC(=O)C12CC3CC(CC(C3)C1)C2	-7	1	-0.2	-1	7	2	-7	7	-4	-2
COc1cc(/C=C/C(=O)O)cc2c1OCCO2	-10	0	0.3	-8	-8	3	1	-9	-2	-6
CCCn1nc(C(=O)NCCN2CCOCC2)c2ccccc2c1=O	5	-3	0.0	0	7	4	1	0	1	-2
CCCn1c(SCC(=O)c2c[nH]c3ccccc23)nnc1-c1ccncc1	3	1	-0.2	2	-2	-9	-5	-13	10	1
COC(=O)c1ccc(NC(=O)c2ccccc2SC)cc1	-7	11	0.3	2	8	0	2	-2	4	10
CCN(CC)S(=O)(=O)c1c(OC)cc(C)c(Cl)c1C	2	-1	-0.1	-13	4	2	-6	-2	-5	6
C/C(C=NNC(=O)c1cc(-c2ccc(C)c(C)c2)n[nH]1)=C/c1ccco1	-4	-1	-0.5	.	-15	-11	7	-16	.	-10
CCCCCCCCN1C(=O)[C@@H](CC(=O)N2CCN(C(=O)C3CC3)CC2)C[C@@]2(C(=O)OC)C1=C[C@H](C(C)(C)C)O[C@@H]2C	-3	2	0.1	10	-4	3	1	1	1	-1
COCc1[nH]nc2c1C1(CCC3(CC1)OCCO3)C(C#N)=C(N)O2	5	-2	0.8	-4	-2	3	6	2	16	3
CN(Cc1ccccc1)c1ccc(C(CC(N)=O)NC(=O)c2ccc(Br)cc2)cc1[N+](=O)[O-] (configuration not stated)	-7	0	0.9	1	4	6	-2	5	13	-3
COc1cc(/C=N/Nc2ncnc3sc4c(c23)CCC4)ccc1O	-4	-3	-2.3	26*	3	-8	-7	-10	19	-3
O=C(COc1ccc(F)cc1Br)Nc1ccccc1N1CCCC1	-5	0	-0.4	4	2	2	16	-3	6	-7
Cc1cccc(NC(=O)c2cc(=O)c3ccccc3o2)c1	-2	0	0.0	4	0	-1	11	-6	7	0
CCn1cc(C(=O)OCC(=O)N(C)Cc2ccccc2)c(=O)c2ccc(C)nc21	-1	1	-0.3	3	-2	1	2	-18	1	1
COC(=O)[C@H]1C[C@H](OC(=O)Nc2c(C)noc2C)[C@@]2(O)CN(S(=O)(=O)c3ccc(C)cc3)CC2[C@H]1C(=O)OC (some centres not stated)	-1	4	0.6	16	-1	0	8	-2	-11	5
Cc1ccc(NC(=S)NC(NC(=O)c2ccco2)C(Cl)(Cl)Cl)cc1 (configuration not stated)	-9	-1	0.7	-7	-5	4	-23	3	5	-3
Oc1ccccc1Oc1c(F)c(F)nc(N2CCCC2)c1F	-6	-7	0.6	16	7	-15	-31	-21	8	-1
CN1CCN(c2ccc(S(=O)(=O)N3CCOCC3)cc2NC(=O)CC(C)(C)C)CC1	4	61*	-0.2	-4	3	-5	-5	-12	0	1
O=S(=O)(NCc1ccc2c(c1)OCO2)c1cccc(S(=O)(=O)N2CCOCC2)c1	3	8	0.1	-5	6	-1	-4	-3	-8	-4
O=C(CCNC(=O)c1ccc(Br)o1)NCc1ccccc1Cl	-7	1	-0.3	-2	1	0	-1	-3	-3	-5
CCC(=O)Nc1cccc(C2=NOC3(C2)C[C@@H](C(N)=O)N(C(=O)c2ccccc2C(=O)c2ccccc2)C3)c1 (some centres not stated)	-1	3	0.2	3	-6	1	-3	-1	10	6

ARFGAP1 inh: entries above that show a hit
compound,Tn7 DDE FP,KLK7 zymogen act,ARFGAP1 inh,DDE Tn6 FP inh,PLCg1 inh,sPLA2-III inh,PLC-beta3 inh,ASAP1 inh,Rev-erbA mod
COc1cc(/C=N/Nc2ncnc3sc4c(c23)CCC4)ccc1O,-4,-2.3,26*,3,-8,-7,-10,19,-3

Whole records, looked up by structure:
Cc1cccc(NC(=O)c2cc(=O)c3ccccc3o2)c1 reads Tn7 DDE FP = -2; UHRF1 MBD2 ctr = 0; KLK7 zymogen act = 0.0; ARFGAP1 inh = 4; DDE Tn6 FP inh = 0; PLCg1 inh = -1; sPLA2-III inh = 11; PLC-beta3 inh = -6; ASAP1 inh = 7; Rev-erbA mod = 0
COCc1[nH]nc2c1C1(CCC3(CC1)OCCO3)C(C#N)=C(N)O2 reads Tn7 DDE FP = 5; UHRF1 MBD2 ctr = -2; KLK7 zymogen act = 0.8; ARFGAP1 inh = -4; DDE Tn6 FP inh = -2; PLCg1 inh = 3; sPLA2-III inh = 6; PLC-beta3 inh = 2; ASAP1 inh = 16; Rev-erbA mod = 3

(listing goes on)
SMILES	Tn7 DDE FP	UHRF1 MBD2 ctr	KLK7 zymogen act	ARFGAP1 inh	DDE Tn6 FP inh	PLCg1 inh	sPLA2-III inh	PLC-beta3 inh	ASAP1 inh	Rev-erbA mod
Cc1ccc(/C=N/NC(=O)C(C)Oc2cccc3ccccc23)o1 (configuration not stated)	0	-2	0.4	1	-2	0	-10	-6	6	2
CCOC(=O)N1CCN(C(=O)CSc2nnc(-c3ccc(C)c(C)c3)o2)CC1	8	3	-0.5	9	0	1	11	-1	-2	4
CCn1cc(CNC(=O)C2CCC(=O)N(CCc3cccc(F)c3)C2)cn1 (configuration not stated)	-5	1	-0.7	8	1	3	-3	-7	5	-1
COc1ccccc1NC(=O)CN1CCN(CC(=O)Nc2ccc(S(N)(=O)=O)cc2)CC1	-1	1	-0.4	-7	1	7	4	-5	9	6
Cc1ccc(NCSc2ccc(Cl)cc2)cc1	4	-3	-0.2	-13	0	3	12	-1	8	2
c1cc(-c2noc(CC3CCCCC3)n2)ccn1	-6	0	0.0	10	-1	2	12	7	-9	-1
Clc1ccc(CN2CCN(c3ncccn3)CC2)cc1	-5	0	-0.2	8	0	7	7	-1	4	6
COc1ccc(N2CCN(C(c3ccco3)c3sc4nc(C)nn4c3O)CC2)cc1 (configuration not stated)	2	0	0.8	0	5	3	-4	2	8	0
CCOC(=O)c1ccc(NC(=O)c2ccc(NS(C)(=O)=O)cc2)cc1	4	5	0.3	1	-1	-2	-12	-5	10	5
Cc1ccc(C)c(N2CCN(C(=O)CCS(=O)(=O)c3ccc4c(c3)NC(=O)C(C)S4)CC2)c1 (configuration not stated)	1	1	-0.2	12	4	-2	6	-10	-1	-2
CCCc1cc(=O)oc2c(C)c(OCC(=O)NC3CC(C)(C)NC(C)(C)C3)ccc12	-1	-3	0.0	-10	0	-2	6	-17	27*	-4
CCn1c(SCc2nc3ccccc3[nH]2)nnc1-c1cccnc1	-7	-1	0.8	9	4	-5	2	-6	-12	-1

Screening results as filed in PubChem.
